# Source: PubChem
# NR2F2 inh: NR2F2 transcriptional activity inhibitors, primary screen, cell-based, luciferase reporter, HEK293T, luminescence | inhibition, % at 8.6 µM | HEK293T NGFI-A luciferase reporter | COUP transcription factor 2 (Homo sapiens), P24468 | hit rate 0.7% among 370,000 | AID 686940, 2013;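 active = inhibition above a per-plate cutoff, mean inhibition of test wells between control levels plus 3 SD, cut at about 38% in these data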;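 note: cells cotransfected with COUP-TFII expression vector driving the NGFI-A reporter; 0% = median of COUP-TF2 test wells and 100% = reporter-only cells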
# MC4R antagonist: MC4R antagonists of cAMP signaling, primary screen, cell-based, TR-FRET, antagonist arm of biased-ligand search | Melanocortin receptor 4 (Homo sapiens), P32245 | MC4R-expressing cells, MTII-stimulated cAMP, LANCE TR-FRET | inhibition, % at 6.5 µM | hit rate 0.48% among 360,000 | AID 540295, 2011;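 active = inhibition above its plate's cutoff, the mean of tested wells on that plate plus 3 SD, cut at about 29% in these data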;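 note: 0% = Melanotan II alone and 100% = Melanotan II plus saturating MCL0020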
#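 Test system: U2OS cells stably expressing human melanocortin 4 receptor (MC4R); also added: Melanotan II challenge; compound: 6.5 µM single dose; timing: 30-min compound preincubation, 1-h Melanotan II challenge, 1-h detection, room temperature; signal: Eu-cAMP/anti-cAMP TR-FRET, emission 671 nm; repeats: one well per compound, no replicates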
# TLR9-MyD88 inh: inhibitors of TLR9-MyD88 association in cells, primary screen, cell-based, CHO, BLA complementation, fluorescence | CCF4 FRET ratio | inhibition, % at 4.98 µM | hit rate 0.21% among 340,000 | AID 504734, 2011;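 active = inhibition above the mean over all tested compounds plus 3 SD, cut at about 21% in these data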;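 note: 0% = DMSO only wells and 100% = clavulanate BLA inhibitor control wells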
# SRC3 inh: SRC3 coactivator transcriptional activity inhibitors, primary screen, cell-based, luminescence | Nuclear receptor coactivator 3 (Homo sapiens), Q9Y6Q9 | HEK293 GAL4-SRC3 luciferase reporter | inhibition, % at 3.6 µM | hit rate 0.17% among 360,000 | AID 588352, 2011;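 active = inhibition above a per-campaign cutoff, the mean of all compounds plus 3 SD, cut at about 60% in these data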;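 note: 0% = DMSO-treated cells and 100% = gossypol-treated cells at 36 µM; higher means less SRC3-driven luciferase light from the GAL4 reporter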
# NOD2-RIPK2 inh: NOD2-RIPK2 binding disruptors in cells, primary screen, fluorescence, CHO cells, BLA complementation; Receptor-interacting serine/threonine-protein kinase 2 (Homo sapiens), O43353; CCF4 ratio; inhibition, % at 4.98 µM; hit rate 0.38% among 360,000; in the data active = inhibition above about 21%;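 note: 0% = vehicle only and 100% = reference blocker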
# NCOA2 inhibitor: inhibition of GAL4-SRC2 driven luciferase reporter, primary screen, SRC2 inhibitor project, cell-based, luminescence; inhibition, % at 9 µM; HEK293 GAL4-SRC2 luciferase reporter; hit rate 0.17% among 370,000; Nuclear receptor coactivator 2 (Homo sapiens), Q15596;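 active = inhibition above the mean inhibition of all tested compounds plus 3 SD, set per campaign, cut at about 52% in these data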;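 note: 0% = DMSO treated cells and 100% = cells given Gossypol at 36 µM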
# Target sequence (Q15596 whole entry, looked up, the tested form may be a part): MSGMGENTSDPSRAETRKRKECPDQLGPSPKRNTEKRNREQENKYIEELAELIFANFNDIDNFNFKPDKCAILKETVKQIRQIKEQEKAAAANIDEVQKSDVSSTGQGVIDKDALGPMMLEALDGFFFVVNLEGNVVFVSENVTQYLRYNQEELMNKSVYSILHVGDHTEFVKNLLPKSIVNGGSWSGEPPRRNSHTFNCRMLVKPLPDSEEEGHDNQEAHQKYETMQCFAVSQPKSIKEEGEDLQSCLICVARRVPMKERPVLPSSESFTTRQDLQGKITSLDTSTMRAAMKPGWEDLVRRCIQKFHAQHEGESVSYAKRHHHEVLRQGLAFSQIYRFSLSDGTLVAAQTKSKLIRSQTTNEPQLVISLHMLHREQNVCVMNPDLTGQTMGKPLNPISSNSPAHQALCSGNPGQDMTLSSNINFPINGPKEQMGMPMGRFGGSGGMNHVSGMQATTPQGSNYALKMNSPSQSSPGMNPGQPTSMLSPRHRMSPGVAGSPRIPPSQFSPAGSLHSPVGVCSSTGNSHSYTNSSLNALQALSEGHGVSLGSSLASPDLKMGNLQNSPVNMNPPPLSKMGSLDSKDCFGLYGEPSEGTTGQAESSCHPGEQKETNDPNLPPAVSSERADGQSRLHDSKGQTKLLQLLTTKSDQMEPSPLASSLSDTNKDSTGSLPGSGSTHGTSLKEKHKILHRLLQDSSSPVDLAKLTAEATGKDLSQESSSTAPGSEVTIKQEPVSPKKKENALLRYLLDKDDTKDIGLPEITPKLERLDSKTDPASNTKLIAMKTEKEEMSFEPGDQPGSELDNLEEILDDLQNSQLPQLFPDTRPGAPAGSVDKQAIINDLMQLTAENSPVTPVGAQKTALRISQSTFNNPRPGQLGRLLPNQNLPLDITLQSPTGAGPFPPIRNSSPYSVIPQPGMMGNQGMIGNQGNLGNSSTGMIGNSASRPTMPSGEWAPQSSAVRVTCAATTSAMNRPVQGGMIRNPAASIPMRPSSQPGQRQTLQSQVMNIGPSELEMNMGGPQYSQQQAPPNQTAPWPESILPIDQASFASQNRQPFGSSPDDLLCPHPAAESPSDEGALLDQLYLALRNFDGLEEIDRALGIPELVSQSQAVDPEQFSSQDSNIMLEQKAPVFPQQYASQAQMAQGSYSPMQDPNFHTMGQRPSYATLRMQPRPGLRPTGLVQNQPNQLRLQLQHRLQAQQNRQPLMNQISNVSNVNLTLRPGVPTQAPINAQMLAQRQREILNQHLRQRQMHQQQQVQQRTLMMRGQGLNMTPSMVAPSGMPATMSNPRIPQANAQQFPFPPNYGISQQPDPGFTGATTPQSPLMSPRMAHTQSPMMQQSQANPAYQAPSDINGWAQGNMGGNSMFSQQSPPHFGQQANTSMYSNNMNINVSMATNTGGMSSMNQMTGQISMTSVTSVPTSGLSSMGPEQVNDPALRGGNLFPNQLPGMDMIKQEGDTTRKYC
# LRH-1 inv ag: LRH-1 (NR5A2) inverse agonists, primary screen, cell-based, luminescence, HEK293T, StAR-luciferase reporter; Nuclear receptor subfamily 5 group A member 2 (Homo sapiens), O00482; hit rate 0.13% among 360,000; LRH-1 transfected, 24 h; inhibition, % at 3.6 µM;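 active = inhibition above the mean inhibition of all tested compounds plus 3 SD, cut at about 73% in these data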;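 note: 0% = DMSO wells and 100% = reporter-only cells lacking LRH-1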
# LMP1 NFkB inh: EBV LMP1-driven NF-kappaB luciferase reporter inhibitors, primary screen, cell-based, luminescence, single point; AID 504558, 2011; LMP1-induced NF-kappaB luciferase reporter cells; hit rate 0.69% among 350,000; inhibition, % at 12.5 µM; in the data active = inhibition above about 41%;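 note: 0% = neutral control wells and 100% = reference inhibitor control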
# MC4R barr agon: MC4R agonists recruiting beta-arrestin, primary screen, cell-based, luminescence, agonist arm of biased-ligand search; Melanocortin receptor 4 (Homo sapiens), P32245; hit rate 0.98% among 360,000; AID 540308, 2011; activation, % at 8.9 µM; U2OS MC4R beta-arrestin complementation; percent of melanotan II response, DMSO zero;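 active = activation above a per-plate cutoff, the mean activation of sample wells on that plate plus 3 SD, cut at about 8% in these data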
# NCOA1 inh: SRC1 coactivator transcriptional activity inhibitors, primary screen, cell-based, luminescence; hit rate 0.12% among 360,000; inhibition, % at 3.6 µM; Nuclear receptor coactivator 1 (Homo sapiens), Q15788; HEK293 GAL4-SRC1 luciferase reporter;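 active = inhibition above the campaign mean plus 3 SD, with each screening campaign given its own cutoff, cut at about 60% in these data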;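 note: 0% = DMSO treated cells and 100% = gossypol at 36 µM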
# ABHD5 PLIN5 PPI: ABHD5-PLIN5 interaction inhibitors, primary screen, cell lysate, split luciferase complementation, luminescence; Perilipin-5 (Homo sapiens) + 1-acylglycerol-3-phosphate O-acyltransferase ABHD5 (Homo …; Split G. princeps luciferase complementation, 4 h; inhibition, % at 4 µM; hit rate 0.78% among 360,000; AID 602281, 2012;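 active = inhibition above the mean inhibition across every tested compound plus 3 SD, cut at about 22% in these data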;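 note: 0% = DMSO only wells and the 100% control is not disclosed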
# An asterisk follows results filed as active; . = not tested or not shown. Some of the compounds tested; rates above refer to the full screens.
SMILES,NR2F2 inh,MC4R antagonist,TLR9-MyD88 inh,SRC3 inh,NOD2-RIPK2 inh,NCOA2 inhibitor,LRH-1 inv ag,LMP1 NFkB inh,MC4R barr agon,NCOA1 inh,ABHD5 PLIN5 PPI
NC(=O)N/N=C/c1c(F)c(F)c(F)c(F)c1F,8,12,7,11,-4,-17,1,-25,-2.3,-13,-3
NC(CCc1ccccc1)c1csc(Nc2ccc(C(F)(F)F)cn2)n1 (configuration not stated),-8,-7,.,-2,6,-1,9,.,17*,5,-8
CCCS(=O)(=O)N1CCC(C(=O)NCc2ccc3c(c2)OCO3)CC1,-13,7,0,0,-4,-1,-1,-10,-3.1,-2,4
COc1cc2ccccc2cc1C(=O)NCc1ccncc1,14,-7,-12,14,-13,11,2,-3,-2.8,-11,1
O=c1[nH]c(=O)n(-c2ccccc2)c2c1C(C(F)(F)F)(C(F)(F)F)N=C(CCC1CCCCC1)N2,-18,6,8,17,2,-14,11,3,-1.1,5,-2
CCOc1ccc(N(CC(=O)NCc2ccccc2Cl)S(=O)(=O)c2c(C)[nH]c(=O)[nH]c2=O)cc1,-3,-1,5,-14,1,1,4,-2,-0.9,-15,5
Cc1ccn(CCC(=O)N2CCCC(CCC(=O)NCc3ccc(F)c(F)c3)C2)n1 (configuration not stated),4,13,-8,-24,0,-15,-6,-2,0.1,7,-7
CCN(CC)S(=O)(=O)c1cc(C(=O)Nc2cc(C)on2)ccc1Cl,-4,5,-4,-12,-11,27,24,3,0.0,5,10
NC(=O)Nn1c(CCC(=O)O)ccc1-c1ccc(Br)cc1,-6,3,2,20,0,8,16,0,-1.0,3,1
Cc1cccc(-n2nnnc2-c2cnccc2C(F)(F)F)c1C,16,13,6,4,-9,-4,3,11,0.0,5,-7
Cc1ccc(NC(=O)c2cc(N(C)C)ccc2[P+](=O)O)cc1,-25,11,-3,-46,-10,-39,-105,-31,-2.4,-59,4
Cn1nc(C(=O)NCCc2ccc(Cl)cc2)c2c1-c1ccccc1S(=O)(=O)C2,-8,13,13,22,-3,-34,-19,-2,-2.0,-5,8
COc1ccc(CCNC(=O)CSc2ncc(C(=O)Nc3ccccc3)c(=O)n2C)cc1,-10,4,-2,-4,-7,-17,10,-10,-0.6,-25,-1
CCOc1ncccc1C(=O)NCc1cccc(OC)c1,0,17,-6,-2,-15,-29,3,2,0.8,-2,4
COc1ccc2c(c1)N(C[C@H](C)CN(C)C)c1ccccc1S2,11,5,-1,-10,-9,-16,-2,-7,0.1,-20,12
COC(=O)CN1C(=O)NC2(CCCc3ccccc32)C1=O (configuration not stated),13,-3,1,6,-14,7,13,-6,-0.4,-28,2
O=c1oc2cc(OCCO)ccc2c2c1CCCC2,-22,-1,3,-24,-14,-24,21,4,-1.1,-18,-6
Cc1c(CN(C)C(=O)c2sc3cc(Cl)ccc3c2Cl)cnn1C,30,3,-5,21,3,23,0,1,-2.2,9,4
O=C(Cn1cnc2ccccc2c1=O)Nc1cccc(-c2nnc3n2CCCCC3)c1,2,7,3,6,-8,-16,9,14,-1.1,0,6
CC(C)c1ccc(-c2cc(C(=O)N3N=C(C(F)F)CC3(O)C(F)F)c3ccccc3n2)cc1 (configuration not stated),-45,11,2,-40,6,-35,-45,-38,-0.1,-100,-17

# Overlap with the part before: 2 compounds, then new ones.
SMILES,NR2F2 inh,MC4R antagonist,TLR9-MyD88 inh,SRC3 inh,NOD2-RIPK2 inh,NCOA2 inhibitor,LRH-1 inv ag,LMP1 NFkB inh,MC4R barr agon,NCOA1 inh,ABHD5 PLIN5 PPI
O=C(Cn1cnc2ccccc2c1=O)Nc1cccc(-c2nnc3n2CCCCC3)c1,2,7,3,6,-8,-16,9,14,-1.1,0,6
CC(C)c1ccc(-c2cc(C(=O)N3N=C(C(F)F)CC3(O)C(F)F)c3ccccc3n2)cc1 (configuration not stated),-45,11,2,-40,6,-35,-45,-38,-0.1,-100,-17
O=c1[nH]cnc(O)c1C(c1ccc(Br)cc1)c1c(O)nc[nH]c1=O,-3,-9,-5,14,1,-19,-4,-3,-1.8,10,-3
CC(=O)c1c(C)nc(-c2ccc(Cl)cc2)nc1NC(=O)C(C)C,-24,-2,1,-33,4,-16,-22,2,0.1,-46,4
COC(=O)c1cc2ccsc2n1CC(=O)N(C)C1CCCCC1,10,8,-8,-13,-5,-8,-5,2,0.7,-6,3
CC(C)(C)OC(=O)N1CCC(c2cc(=O)n3[nH]cc(C(=O)Nc4ccc(F)c(Cl)c4)c3n2)CC1,-12,1,7,7,-4,-5,-6,2,1.1,14,-7
CCOC(=O)C(=C1Nc2ccccc2N1)n1c(-c2cnccn2)nc2ccccc21,13,.,.,.,-14,-23,3,.,.,.,0
Cc1ccc(C(=O)N2CCN(c3ccc4c(c3)C3CC4CCN3C(=O)OCc3ccccc3)CC2)cc1 (configuration not stated),22,.,.,-19,3,5,-4,.,.,-9,-27
O=C(C1CCC(=O)N1Cc1ccccc1Cl)N1CCN(c2ccc(F)cc2)CC1 (configuration not stated),-3,2,3,10,-3,7,-10,-1,-1.9,1,0
CCCCOCCCNC(=O)C[C@@H]1C[C@@]2(C(=O)OCC)CCCC=C2N(Cc2ccco2)C1=O,11,.,.,.,-1,15,-6,.,.,.,-3
CCCS(=O)(=O)c1ncc(Cl)c(C(=O)Nc2ccc(S(=O)(=O)Nc3ncccn3)cc2)n1,1,10,-7,2,-6,-5,-9,1,-2.5,-42,33*
COc1cc(-c2nnc(COC(=O)C3c4ccccc4Oc4ccccc43)o2)cc(OC)c1OC,-19,2,-12,16,-9,-36,-15,-4,1.0,-19,0
CCOc1ccc2nc3sc(C(=O)N4CCN(C)CC4)c(N)c3cc2c1,-28,10,-2,-10,1,-24,-5,-8,-1.7,-3,3
Cc1cc(C(=O)COC(=O)Cc2n[nH]c(=O)c3ccccc23)c(C)n1-c1cccc(C(F)(F)F)c1,11,10,-4,25,5,-12,-21,8,-2.8,3,0
COc1ccc(S(=O)(=O)N2CCOCC2)cc1OC,11,9,3,-5,0,-8,-8,-1,0.9,-22,0
CNc1ccc2ncc(-c3ccccc3NC(C)=O)n2n1,4,3,.,13,3,-20,-9,.,-2.5,1,1
CC(=O)Nc1ccc(NC(=O)c2cc(S(=O)(=O)N3CCCCC3)ccc2N2CCOCC2)cc1,-3,2,5,7,6,-9,-19,-3,-0.5,-2,1
COc1ccccc1C(=O)NCCC(=O)N1CCN(c2ccccc2O)CC1,21,-1,-9,-3,-4,-6,6,4,-1.0,-4,-2
CSC1=NC(C)(C)C=C(/C=C/c2c(Cl)cccc2Cl)N1,-9,-4,14,20,5,28,8,-4,0.5,-12,7
CN(C)S(=O)(=O)c1ccc(NS(=O)(=O)/C=C/c2ccccc2)cc1,5,-4,-7,13,-4,11,1,-4,-0.2,2,5
O=C(NCCCNC(=O)c1ccco1)c1ccco1,9,3,-10,15,0,9,3,-9,-2.9,0,0
CCOC(=O)C1=C(C)N=C2SCCC(=O)N2[C@@H]1c1cccs1,6,9,-11,9,-8,-9,-12,-3,-1.2,-6,-6
CCc1sc(-c2ccccc2)nc1C(=O)OC,-12,6,-5,17,-7,-4,-5,7,-0.2,3,3
CN1CCN(C(=O)c2ccc(CS(=O)(=O)c3c(Cl)cccc3Cl)o2)CC1,-7,-6,0,-25,-3,-22,18,13,0.6,5,0
CC1=NN(C(=O)CSCc2ccccc2)C(O)(c2ccc(F)cc2)C1 (configuration not stated),-4,3,5,-9,-8,11,10,9,0.5,-12,-8
O=C(CCS(=O)(=O)Cc1ccccc1)NCc1ccco1,3,6,0,-38,-8,-17,-17,-14,-1.1,7,2
Cn1cnnc1SCc1ccccc1[N+](=O)[O-],-2,2,.,0,0,10,3,-1,-2.8,12,4
CCC(OC(=O)c1nsc(Cl)c1Cl)C(=O)NCCOC (configuration not stated),10,13,-1,8,0,3,0,-2,-3.4,-6,4
O=S(=O)(c1ccc2c(c1)OCCO2)N1CCC(c2nc3ccc(Cl)cc3[nH]2)CC1,19,12,4,24,7,-1,12,13,0.1,-6,-1
Cc1cc(-c2ccccc2)c(C#N)c(SCC(N)=O)n1,0,4,-1,-15,4,-15,-5,5,-2.5,-11,0
Nc1nc2ccccc2n1/N=C/c1ccc2c(c1)OCO2,-44,14,.,-78,-16,-50,-113,.,-0.3,-59,9
COc1ccc(-c2nc3ccc(C(=O)NCCCN4CCOCC4)cc3nc2-c2ccc(OC)cc2)cc1,18,12,-5,-15,11,-15,14,3,7.5,-1,2
C[C@H](CO)N1C[C@H](C)[C@@H](CN(C)Cc2ccc(Cl)c(Cl)c2)Oc2c(NC(=O)Cc3ccccc3)cccc2C1=O,13,11,5,22,-6,-3,-1,10,0.5,6,26*
COc1cc(C=NNC(=O)c2ccccc2-n2cccc2)ccc1O,-5,1,1,18,-21,8,14,0,-0.5,-7,11
CC(=O)N1CCN(C(=O)c2cccc(S(=O)(=O)N3CCN(c4ccc(F)cc4)CC3)c2)CC1,2,2,5,-31,-14,-7,1,-8,-1.4,-16,-2
O=c1cc(CO)oc2ccccc12,-14,-1,-8,-6,5,-5,-7,7,-1.7,-2,4
CC(C)CNC(=O)c1cc([N+](=O)[O-])ccc1N1CCOCC1,0,2,3,13,-9,21,6,4,-1.9,-2,-3
CC(OC(=O)c1cc2sccc2n1C)C(=O)NCc1cccs1 (configuration not stated),18,1,-3,15,-1,5,6,6,0.7,-9,0
CCCCC(c1nc2ccccc2[nH]1)n1c(-c2ccccc2)nc2ccccc21 (configuration not stated),-24,.,.,13,6,-16,-16,.,.,-10,-8
Cc1cc(-c2ccc(Cl)cc2)n2nc(N)nc2n1,-10,-5,-4,10,-9,-13,9,3,-0.7,0,8
CN(CCCOc1ccccc1Br)Cc1ccccc1,6,16,-11,6,1,-12,-8,6,1.6,0,2
Cc1ccc(-n2c(-c3c(-c4ccccc4)noc3C)n[nH]c2=S)cc1,-8,-4,4,-1,-6,-4,19,-3,1.8,-3,3
